# D1 allo mod: D1 CRE-luciferase signal change, two-sided – cell-based, HEK293 D1, dopamine EC30, D1 allosteric modulator project, primary screen | D(1A) dopamine receptor (Homo sapiens), P21728 | dopamine EC30 potentiation; actives deviate in either direction | B-score at 10 µM | 5.9% of 58,000 active;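 active = luminescence count or its row- and column-corrected plate score outside the 99.7% band of the plate's sample wells, on either side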
# RORA act: activators of orphan receptor RORA, primary screen, cell-based, luminescence. CHO-K1 Gal4-RORA LBD luciferase reporter; percent increase over mock-subtracted basal signal. AID 560, 2006. activation, % at 10 µM. 1.5% of 65,000 active;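 active = activation above the mean of all tested compounds plus 3 SD, cut at about 49% in these data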;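 note: 0% = DMSO-treated RORA cells and 100% = added signal equal to DMSO minus mock-transfected cells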
# Target sequence (P35398 whole entry, looked up, the tested form may be a part): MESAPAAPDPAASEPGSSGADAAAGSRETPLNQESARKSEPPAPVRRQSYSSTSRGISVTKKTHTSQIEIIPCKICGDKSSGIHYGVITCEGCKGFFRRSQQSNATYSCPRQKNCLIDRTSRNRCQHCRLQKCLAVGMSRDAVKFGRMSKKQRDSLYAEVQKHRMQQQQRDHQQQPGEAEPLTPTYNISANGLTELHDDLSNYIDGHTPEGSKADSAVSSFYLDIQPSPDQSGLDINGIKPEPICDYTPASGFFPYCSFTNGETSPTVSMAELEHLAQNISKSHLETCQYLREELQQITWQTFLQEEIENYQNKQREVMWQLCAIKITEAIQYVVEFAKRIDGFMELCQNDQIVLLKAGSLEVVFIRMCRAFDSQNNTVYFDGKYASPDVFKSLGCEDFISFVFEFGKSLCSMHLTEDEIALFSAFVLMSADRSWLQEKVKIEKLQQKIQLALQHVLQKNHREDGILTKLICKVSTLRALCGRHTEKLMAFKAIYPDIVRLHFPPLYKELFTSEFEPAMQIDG
# Hsp90 inh: tumor Hsp90 inhibitors, primary screen, cell lysate, fluorescence polarization, NCI-N417 lysate. inhibition, % at 30 µM. 0.35% of 64,000 active. Heat shock protein HSP 90-alpha (Homo sapiens), P07900. AID 429, 2006. Cy3B-geldanamycin FP displacement;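 active = inhibition above 50%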;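 note: 0% = tracer plus lysate wells and 100% = tracer alone without lysate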
# Her2 expr inh: inhibitors of Her2 protein expression, primary screen, SKBR-3 cells, AlphaScreen, 66K library | Receptor tyrosine-protein kinase erbB-2 (Homo sapiens), P04626 | SKBR-3 HER2 protein level, 18-24 h; stronger effect = lower value | HER2 level % of control, % at 10 µM | 0.69% of 65,000 active;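 active = HER2 level under 5% of the carrier-only control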;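 note: 100% = DMSO carrier and 0% = 500 nM PU-H71 HSP90 inhibitor; lower value means stronger loss of Her2 protein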
# Cdc25B block: inhibitors of Cdc25B phosphatase catalytic domain, primary screen, biochemical, OMFP fluorescence | M-phase inducer phosphatase 2 (Homo sapiens), P30305 | recombinant Cdc25B, OMFP fluorescence Ex485/Em525 | inhibition, %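 (compounds tested at 10 µM final in the well)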 | 0.1% of 65,000 active; in the data active = inhibition above about 50%
# Target sequence (P30305 whole entry, looked up, the tested form may be a part): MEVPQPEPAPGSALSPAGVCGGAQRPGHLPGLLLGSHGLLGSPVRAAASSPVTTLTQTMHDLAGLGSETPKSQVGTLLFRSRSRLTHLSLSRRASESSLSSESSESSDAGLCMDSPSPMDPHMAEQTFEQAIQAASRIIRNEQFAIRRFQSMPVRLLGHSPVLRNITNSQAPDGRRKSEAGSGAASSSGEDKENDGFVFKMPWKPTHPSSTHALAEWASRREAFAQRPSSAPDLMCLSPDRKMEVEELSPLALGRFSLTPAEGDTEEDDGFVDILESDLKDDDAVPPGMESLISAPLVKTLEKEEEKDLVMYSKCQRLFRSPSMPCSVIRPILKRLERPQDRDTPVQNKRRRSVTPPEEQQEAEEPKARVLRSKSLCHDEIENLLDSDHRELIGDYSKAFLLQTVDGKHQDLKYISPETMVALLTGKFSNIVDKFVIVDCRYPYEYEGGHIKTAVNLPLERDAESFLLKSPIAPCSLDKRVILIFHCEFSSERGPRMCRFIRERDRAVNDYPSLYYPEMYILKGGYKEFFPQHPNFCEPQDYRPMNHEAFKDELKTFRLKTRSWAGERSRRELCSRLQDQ
# TNAP act DEA: human TNAP enzyme activators, primary screen, biochemical, luminescent, intermediate phosphate acceptor level | Alkaline phosphatase, tissue-nonspecific isozyme (Homo sapiens), P05186 | purified TNAP, CDP-star luminescence, 100 mM DEA, 30 min; stronger effect = higher value; scale: 0 levamisole-inhibited, 1 vehicle-only enzyme | activation factor at 20 µM | 64,000 tested, under 10 active;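 active = activation factor of at least 2 at 20 µM, relative to controls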
# MKP-1 inh: MKP-1 phosphatase inhibitors, primary screen, biochemical, in vitro. recombinant MKP-1, OMFP hydrolysis fluorescence. Dual specificity protein phosphatase 1 (Homo sapiens), P28562. 0.15% of 65,000 active. AID 374, 2006. inhibition, %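 (compounds tested at a single concentration somewhere between 10 and 100 µM)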;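 active = inhibition above about 50%, limit read from the data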;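 note: 0% = DMSO max control wells and 100% = wells with enzyme stopped by NaOH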
# SF1 activator: activators of human SF-1, primary screen, cell-based, CHO-K1, Gal4-SF-1 LBD, luciferase luminescence; Steroidogenic factor 1 (Homo sapiens), Q13285; CHO-K1 Gal4-SF-1 LBD luciferase reporter; % increase over DMSO SF-1-specific signal; activation, % at 10 µM; 1.9% of 65,000 active; AID 522, 2006;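 active = activation above the mean activation of all tested compounds plus 3 SD, cut at about 50% in these data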
#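 Test system: CHO-K1 cells with Gal4–hSF-1 LBD chimera plus Gal4-driven luciferase; Input: 4,000 cells/well; Compound: 10 µM only; Times: 20 h compound treatment, 37 °C; Measured by: steady-glow luciferase luminescence, read after 15 min reagent incubation; Measure: percent activation versus DMSO; Control set: DMSO and mock-transfected background; Replicates: one test per compound.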
# FXIIa mix inh: human factor XIIa inhibitors, primary screen, biochemical, pooled compound mixtures, fluorogenic substrate. Coagulation factor XII (Homo sapiens), P00748. AID 684, 2007. inhibition, % at 5 µM. 0.2% of 62,000 active. purified FXIIa; in the data active = inhibition above about 20%, passing the limit was not always enough;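 note: 0% = enzyme without compound and 100% = no enzyme blank; some results filed as inactive read as strong as hits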
# An asterisk follows results filed as active; x = not tested or not shown.
SMILES,D1 allo mod,RORA act,Hsp90 inh,Her2 expr inh,Cdc25B block,TNAP act DEA,MKP-1 inh,SF1 activator,FXIIa mix inh
CC(C)N(Cc1nc(-c2ccccc2)no1)S(=O)(=O)c1ccccc1,-0.039,-18,-2,93,-17,0.9,5,-8,4
Nc1sc2c(c1C(=O)NC1CCS(=O)(=O)C1)CCCC2 (configuration not stated),0.53,7,37,105,-10,0.9,34,-27,15
Cc1cc(C)nc(SCC(=O)N2CCC(C(N)=O)CC2)n1,-0.02,1,-5,109,2,0.9,-6,4,10
CCOc1ccccc1N1CC(C(=O)Nc2ccccc2N2CCOCC2)CC1=O (configuration not stated),0.096,-7,-2,97,3,1,24,-4,3
O=C(CN1CCOCC1)Nc1cc(Cl)ccc1Cl,-0.31,-17,-4,113,-16,1,-6,-25,18
Cc1cccc(-n2c(CNC(=O)c3ccc(S(=O)(=O)N4CCCC4)cc3)n[nH]c2=S)c1,-0.27,-17,0,121,-14,0.9,18,1,16
CCCSc1nc2c(cnn2-c2ccc(F)cc2)c(=O)[nH]1,x,9,0,96,4,0.9,12,-13,-1
Cc1ccc(CN2C(=O)CCC2C(=O)NCCCN2CCOCC2)cc1 (configuration not stated),-0.35,14,1,76,22,0.9,5,-7,4
Cc1noc(C)c1CSc1nnnn1-c1ccc(Cl)cc1,-1.1,-13,-5,103,-10,1,0,-3,-3
CCn1cc(C(=O)Nn2cnnc2)c(=O)c2ccc(C)nc21,-0.48,-2,1,91,-13,0.9,11,-3,-7
CCCn1c(SCC(=O)Nc2c(C)cccc2C)nnc1C(C)C,-0.21,-17,-1,104,-7,1,10,-9,7
CC(=O)c1c(C)[nH]c(C(=O)N2CCc3ccccc32)c1C,-0.4,12,-7,183,-13,0.9,2,-14,-12
CCOC(=O)Cn1c(=O)oc2cc(S(=O)(=O)N3CCCc4ccccc43)ccc21,0.00018,14,1,84,-15,1,-1,-6,-19
CC(C)C[C@H](NC(=O)OC(C)(C)C)c1nnc(SCc2cccc(F)c2)o1,-0.51,13,-3,130,2,0.9,3,-14,-16
OC(c1ccccn1)c1c[nH]c2ccccc12 (configuration not stated),x,4,-5,84,8,0.9,6,-4,3
COc1ccc(C2/C(=C(\O)c3ccc(OC)c(Cl)c3)C(=O)C(=O)N2CCN(C)C)cc1 (configuration not stated),0.26,-27,-9,124,3,1,-8,-10,4
COCCN1C(=O)c2ccc(C(=O)Nc3nccs3)cc2C1=O,0.033,16,-11,91,-11,0.9,-17,-1,-3
O=S(=O)(NCCOC12CC3CC(CC(C3)C1)C2)c1cccc2nsnc12,1.1,-23,-3,125,-6,0.8,0,7,5
CN1CCN(c2ccc(C(=O)c3ccc(F)cc3)cc2)CC1,-3,61*,-3,91,-9,1,8,38,5
CC1(C)C(=O)NCCN1C(=O)CSc1nccc(-c2ccc(Br)cc2)n1,-1.1,1,5,94,-12,1.1,0,16,5
CCOC(=O)N1CCN(C(=O)Cc2ccc(C)cc2)CC1,-0.0088,1,-2,117,-9,1,0,4,2
O=C(NCCSCc1ccccc1)c1cc(S(=O)(=O)N2CCOCC2)ccc1F,-0.26,-4,-2,53,-6,0.9,-14,-4,2
O=S(=O)(Nc1ccc(N2CCCCC2)cc1)c1cccs1,0.91,14,9,61,-22,0.9,-3,-4,-8
COc1ccc(C(C)(C)C)cc1NC(=O)C1CC=CCC1C(=O)O (configuration not stated),0.32,-12,-2,74,3,1,10,-2,5
Cc1ccc(C2/C(=C(\O)c3c(C)nc4ccccn34)C(=O)C(=O)N2CCCN2CCOCC2)o1 (configuration not stated),0.024,-8,-13,78,4,1,2,0,3
# Further entries
SMILES,D1 allo mod,RORA act,Hsp90 inh,Her2 expr inh,Cdc25B block,TNAP act DEA,MKP-1 inh,SF1 activator,FXIIa mix inh
O=C(OCCN1C(=O)c2ccccc2C1=O)c1cc2ccccc2o1,0.25,1,-5,105,-5,1,0,6,6
CCOC(=O)CSc1nnc(NC(=O)c2cccc(S(=O)(=O)N3CCCCC3)c2)s1,-0.93,0,-3,79,1,0.9,10,-16,4
N#CCc1nc(CSc2nc3ccccc3s2)cs1,0.042,29,-8,124,3,0.9,1,44,-14
CCOc1ccc(C(c2nnnn2Cc2ccccc2)N2CCN(C(=O)c3ccco3)CC2)cc1 (configuration not stated),-0.91,31,-4,118,2,0.9,3,-11,0
Cc1ccccc1CS(=O)(=O)CCC(=O)NCCN1CCN(c2cccc(Cl)c2)CC1,-3.6*,11,-2,74,-10,1,2,-9,4
c1ccc(OCCOc2ncnc3ccccc23)cc1,x,38,-4,137,-12,0.9,13,50*,1
C/C(N)=C(/C#N)C(=O)CSc1nnc(Nc2cccc(C)c2C)s1,0.0087,11,-5,89,6,0.8,23,58*,7
C=CCn1c(SCC(=O)Nc2ccc(C(=O)OCC)cc2)nnc1-c1cccs1,0.12,4,-3,40,21,1,0,15,6
CCS(=O)(=O)/N=C(\N)c1ccccc1,-0.37,-11,1,99,-4,0.8,22,-7,3
COC(=O)c1ccc(Cn2cnc3c(cnn3-c3ccc(Cl)cc3)c2=O)o1,x,2,3,84,14,x,7,-10,x
O=C(Nc1ccc(S(=O)(=O)NC2CCCCC2)cc1)c1ccc(Br)o1,1,-9,-3,122,3,0.9,-1,7,-1
CN(C)C(=O)CSc1nnc2sc3ccccc3n12,x,-2,0,87,-2,0.8,0,4,3
Cc1nn(-c2cc(N3CCOCC3)ccc2N)c(=O)c2ccccc12,0.0055,-1,4,137,1,x,7,-4,x
Cn1c2ccccc2c2ncn(Cc3ccco3)c(=O)c21,3.2,-2,-10,91,9,0.9,-7,2,12
CC1COC2C(O1)N(S(C)(=O)=O)CCN2S(C)(=O)=O (configuration not stated),-0.18,-18,-3,93,-5,1,5,-15,9
CC(C)Oc1nc(-c2ccccc2O)nc2ccccc12,0.41,5,0,81,3,0.9,26,-24,1
O=S(=O)(c1ccccc1)c1nc(-c2cccs2)oc1NCCCn1ccnc1,1.3,-22,-1,97,-9,1.1,4,-6,2
O=c1/c(=C/c2ccccn2)sc2n1CN(c1ccccc1)CN=2,x,-5,-4,95,18,0.9,-15,-1,x
CC(=O)c1c(C)nn(C(=O)N2CCOCC2)c1C,0.16,-13,-1,108,-1,1.1,3,-8,-1
Cc1ccccc1-n1c(=O)cc(NCc2ccc3c(c2)OCO3)[nH]c1=O,0.92,26,-5,91,3,0.8,8,1,3
COc1ccc(NC(=O)CN2CCC3(O)CCCCC3C2c2cc(OC)ccc2OC)cc1 (configuration not stated),-1.5,-18,0,95,-14,0.9,24,-1,4
Cc1nn(-c2ccc3nnc(Br)n3n2)c(C)c1Br,1.1,-34,-1,88,-1,1,-9,-23,9
CSc1cccc(NC(=O)C2CCCN(S(=O)(=O)c3cnc[nH]3)C2)c1 (configuration not stated),-0.19,18,2,85,-6,0.9,7,5,11
Clc1ccc(C2CC(c3cccs3)n3ncnc3N2)cc1Cl (configuration not stated),2.6,5,-1,111,-7,1,2,13,-12
COc1cc2[nH]c(=S)n(C3CCCC3)c(=O)c2cc1OC,2.9*,-6,-2,98,3,0.8,-24,-6,6
# Continuation:
SMILES,D1 allo mod,RORA act,Hsp90 inh,Her2 expr inh,Cdc25B block,TNAP act DEA,MKP-1 inh,SF1 activator,FXIIa mix inh
Cc1ccc(C)c(N2CCN(S(=O)(=O)c3c(C)noc3/C=C/N(C)C)CC2)c1,-1.6,14,-3,61,-5,1,29,5,2
COC(=O)/C=c1/sc2n(c1=O)CCN=2,-0.15,-8,-1,39,4,1,-15,-17,9
Cc1cc(C)nc(/N=C2\NC(=O)CC(C(=O)O)N2c2ccc(Cl)cc2)n1 (configuration not stated),-0.33,-13,-3,108,2,0.8,-3,-22,1
Cc1cc(C(=O)CSc2n[nH]c(N)n2)c(C)n1-c1cccc(F)c1,1.6,1,-1,96,7,1.1,23,18,4
Fc1ccc(-c2cnc[nH]2)cc1,-0.95,18,2,104,-49,0.9,-11,9,11
O=S(=O)(Nc1ccc2c(c1)nc1n2CCOC1)c1ccccc1,0.74,-4,-4,93,5,1,-9,-8,8
O=C(CSc1nnnn1-c1ccccc1)Nc1nsc(-c2ccccc2)n1,-0.27,-5,0,103,1,0.8,3,3,-1
O=C(Cn1c(=O)oc2cc(S(=O)(=O)N3CCCC3)ccc21)Nc1ccc(C(F)(F)F)cc1,-1,6,-1,102,0,0.9,2,24,2
O=S(=O)(/C=C/c1ccccc1)N1CCN(c2ccccc2)CC1,0.016,6,1,82,-4,0.9,3,5,4
CCC(Sc1nc2sc(C(=O)OC)c(C)c2c(=O)n1N)C(=O)NCC1CCCO1 (configuration not stated),1.5,-15,-3,116,-23,0.9,15,6,4
O=C(CSc1ncn[nH]1)Nc1ccc(Br)cc1F,-0.13,-21,-4,109,-27,0.8,-3,-6,-3
CCOC(=O)N1CCN(C(=O)CSc2nc3c(cnn3-c3ccc(Cl)cc3)c(=O)[nH]2)CC1,0.66,10,-2,103,-5,0.9,37,9,16
Nc1ccc(-n2nncc2-c2ccco2)cc1,0.54,-11,1,104,9,x,-3,-8,x
CCOC(=O)c1csc(NC(=O)c2ccc(S(=O)(=O)N3CCCC3)cc2)n1,-0.1,9,0,73,-10,0.9,-3,13,5
CCOC(=O)c1csc(NC(=O)C(C)(C)C)n1,0.024,-5,-4,61,-11,0.9,15,15,5
Cc1ccc(-n2nnc3c(=O)n(Cc4ccccc4C)cnc32)cc1,x,4,-1,122,-8,0.9,-2,8,12
Cc1ccc(-n2c3c(cc(C(=O)NCCCN4CCOCC4)c2=O)C(=O)CC(C)(C)C3)cc1,-0.37,24,0,110,5,0.9,10,-8,-9
CCOC(=O)CSc1nc2c(cnn2-c2ccc(C)cc2)c(=O)[nH]1,0.036,-1,5,113,10,0.9,-1,10,8
CCOC(=O)C(NC(=O)C1CCCN1C(=O)OCc1ccccc1)C(=O)OCC (configuration not stated),0.48,-6,1,85,5,0.8,-2,-3,2
Cc1ccc(Cn2ncn3c(cc4ccccc43)c2=O)cc1,x,-3,-2,108,-6,0.9,-2,0,9
C=CCSc1nnc(-c2cc(Br)ccc2N)c(=O)[nH]1,-0.89,8,0,96,-10,0.9,4,-8,4
CCCn1c(=O)c2c(nc(Br)n2CCC)n(C)c1=O,1.4,15,0,117,2,0.9,20,7,10
Cn1c(SCC(=O)N2c3ccccc3Sc3ccccc32)nnc1-c1ccco1,-0.099,-8,0,127,6,1,28,-1,3
CC(C)NC(=O)NC(=O)CSc1ncc(C(F)(F)F)cc1Cl,1.3,-4,1,109,1,0.9,-1,-6,2

# In the list so far, 4 have an aryl methoxy group:
SMILES,D1 allo mod,RORA act,Hsp90 inh,Her2 expr inh,Cdc25B block,TNAP act DEA,MKP-1 inh,SF1 activator,FXIIa mix inh
COc1ccc(C2/C(=C(\O)c3ccc(OC)c(Cl)c3)C(=O)C(=O)N2CCN(C)C)cc1 (configuration not stated),0.26,-27,-9,124,3,1,-8,-10,4
COc1ccc(C(C)(C)C)cc1NC(=O)C1CC=CCC1C(=O)O (configuration not stated),0.32,-12,-2,74,3,1,10,-2,5
COc1ccc(NC(=O)CN2CCC3(O)CCCCC3C2c2cc(OC)ccc2OC)cc1 (configuration not stated),-1.5,-18,0,95,-14,0.9,24,-1,4
COc1cc2[nH]c(=S)n(C3CCCC3)c(=O)c2cc1OC,2.9*,-6,-2,98,3,0.8,-24,-6,6

# Source: PubChem BioAssay (several laboratories)
